Screening results deposited in PubChem by several laboratories.
HePTP inhibitor: inhibitors of human HePTP phosphatase, primary screen, biochemical, absorbance, leukemia target; AID 521, 2006; recombinant HePTP phosphatase activity, OD absorbance; Tyrosine-protein phosphatase non-receptor type 7 (Homo sapiens), P35236; inhibition, % at 20 µM; 0.64% of 110,000 active; in the data active means inhibition above about 50%;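 further: plate controls were vehicle for no effect and reference inhibitor for full effect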
BAP1 inh: inhibitors of BAP1 deubiquitinase, primary screen, biochemical, Ub-AMC fluorescence, kinetic; Ubiquitin carboxyl-terminal hydrolase BAP1 (Homo sapiens), Q92560; recombinant BAP1, Ub-AMC hydrolysis fluorescence kinetic; active compounds read low; activity remaining (% of control), % at 20 µM; 0.48% of 72,000 active;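 active means activity remaining at or below 50% of control, provided the compound also passes the data quality filters; inactive means the rest, including low values that fail the filters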;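 further: 100% = DMSO wells rate and 0% = substrate alone blank rate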
Target sequence (Q92560 whole entry, looked up): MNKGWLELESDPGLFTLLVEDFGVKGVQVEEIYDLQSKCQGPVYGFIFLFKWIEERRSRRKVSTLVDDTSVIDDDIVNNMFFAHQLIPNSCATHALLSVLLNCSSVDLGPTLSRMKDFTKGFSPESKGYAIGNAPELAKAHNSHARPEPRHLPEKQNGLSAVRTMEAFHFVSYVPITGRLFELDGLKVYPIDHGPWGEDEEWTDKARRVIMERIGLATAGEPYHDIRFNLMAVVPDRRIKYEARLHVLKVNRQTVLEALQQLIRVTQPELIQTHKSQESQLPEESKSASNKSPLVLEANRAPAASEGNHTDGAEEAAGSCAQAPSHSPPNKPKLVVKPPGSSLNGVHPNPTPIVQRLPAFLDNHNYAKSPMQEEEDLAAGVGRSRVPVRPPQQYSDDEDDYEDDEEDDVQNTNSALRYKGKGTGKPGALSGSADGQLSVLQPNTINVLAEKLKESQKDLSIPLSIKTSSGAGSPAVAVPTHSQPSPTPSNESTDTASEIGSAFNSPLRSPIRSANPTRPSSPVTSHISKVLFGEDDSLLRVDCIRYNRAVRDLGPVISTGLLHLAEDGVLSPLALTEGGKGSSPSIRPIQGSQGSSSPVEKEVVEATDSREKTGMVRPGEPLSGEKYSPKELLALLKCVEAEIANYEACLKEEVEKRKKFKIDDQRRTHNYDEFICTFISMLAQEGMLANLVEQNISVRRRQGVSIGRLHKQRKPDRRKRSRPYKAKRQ
The depositor's hits bear a star; · = no result given; & = joins results of further samples.

compound	HePTP inhibitor	BAP1 inh
O=C1C2C(c3ccccc3)OC3(C(=O)c4ccccc4C3=O)C2C(=O)N1c1cccc(Cl)c1 (stereo not drawn)	-6	·
CCOCCOC(=O)c1ccc(NC(=O)c2ccccc2C)cc1	2	·
CS(=O)(=O)N(CC(=O)N1CCOCC1)c1ccccc1Cl	1	·
CSCCC(NC(=O)c1cc(C(C)(C)C)oc1C)C(=O)O (stereo not drawn)	0&-7	99
O=C(Nc1ccc(Br)cn1)c1cccc(F)c1	-12	·
CCOC(=O)C(=O)C1CCc2c([nH]c3ccc(C)cc23)C1=O (stereo not drawn)	5	·
CCSCCOC(=O)C1=C(C)NC2=C(C(=O)CC(C)(C)C2)C1c1ccccc1F (stereo not drawn)	·	79
O=C(NCCc1c[nH]c2ccccc12)c1cccs1	4	·
Cc1ccc(C)c(NC(=O)CCCCCCCCCCC2COCCO2)c1 (stereo not drawn)	10	·
Cc1ccccc1NC(=O)C(C#N)Cc1cccnc1 (stereo not drawn)	-11	71
O=C(Nc1ccc(Cl)cc1C(=O)Nc1ccc(Br)cn1)c1ccco1	11	·
Cc1cc(C)n2cc(CSc3nnc(N)s3)nc2n1	6	102
CCOc1ccc2nc(NC(=O)C(NS(=O)(=O)c3cccs3)C(C)C)sc2c1 (stereo not drawn)	-2	69
Cc1ccc(N2NC(=O)/C(=C/C=C/c3ccccc3)C2=O)cc1C	7	·
CCOc1cccc(-c2cc(C(=O)Nc3ccccn3)c3ccccc3n2)c1	-7	·
O=S(=O)(NCCOCCNS(=O)(=O)c1ccccc1)c1ccccc1	-12	95
C=C(C)c1cccc(C(C)(C)NC(=O)N2CCN(C)CC2)c1	8	87
Cc1cc(C)cc(NC(=O)CN(C)S(=O)(=O)c2cnc[nH]2)c1	-1	96
CC(=O)CCc1c(C)c2cccc(C)c2[nH]c1=O	0	98
O=C(NCc1ccco1)c1ccc(Br)c(S(=O)(=O)N2CCCCC2)c1	1	89&108
O=C(Nc1ccc(Cl)cn1)C(Sc1ccccc1)c1ccccc1 (stereo not drawn)	-8	·
Cn1c(=O)c2c(SCc3cccnc3)nc(CC(C)(C)C)nc2n(C)c1=O	-10	82
O/N=C(\c1ccc(Cl)cc1)c1cc2ccccc2o1	4	79
O=C(Nc1sc2c(c1C(=O)N1CCCCC1)CCCC2)c1cccs1	-7	·
COc1cc(O)c(NC(C)=O)c2nonc12	7&11	97
Cc1c(Cl)cccc1-c1ccc(C(=O)Nc2ccc(Br)cn2)o1	·	153
Cn1nnnc1SCC(=O)N1CCN(C(c2ccccc2)c2ccccc2)CC1	6	169
CCSc1nnc(NC(=O)c2csc3c2CCC(C)C3)s1 (stereo not drawn)	2	61
CCOCCCNS(=O)(=O)c1ccc2c(c1)CCN2C(=O)CC	-13	116
C=CCNc1sc(C(=O)C(C)(C)C)c(N)c1C#N	-7	120
COc1ccccc1-c1cn(S(=O)(=O)c2ccc(F)cc2)nc1N	6	131
O=C(NCCN1CCCC1)C1COc2ccccc2O1 (stereo not drawn)	-4	101
Cc1cc(Cl)ccc1OCC(=O)N1CCC(C(N)=O)CC1	-1	·
N#Cc1cc2c(nc1SCC(=O)Nc1ccc(S(N)(=O)=O)cc1)CCCCC2	-2	·
COc1ccc(-n2c(C)cc(C(=O)CSc3nnc(-c4cccs4)o3)c2C)cc1	8	112
CC(NS(=O)(=O)c1ccc(F)cc1)C1C2CC3CC(C2)CC1C3 (stereo not drawn)	7	·
Cc1ccc(OCC(=O)N/N=C\c2cccnc2)cc1	-4	·
O=C(NCCc1ccccc1)C1CC(c2ccccc2O)=NO1 (stereo not drawn)	6	71
C[C@]12CC[C@@H]3c4ccc(O)cc4CC[C@H]3[C@@H]1CC[C@@H]2O	·	88
Cc1csc(NC(=O)c2ccccc2Cl)n1	·	79

Some of these compounds in order of their number in BAP1 inh, low to high.
compound	HePTP inhibitor	BAP1 inh
COc1cc(O)c(NC(C)=O)c2nonc12	7&11	97
O=C(NCCN1CCCC1)C1COc2ccccc2O1 (stereo not drawn)	-4	101
COc1ccc(-n2c(C)cc(C(=O)CSc3nnc(-c4cccs4)o3)c2C)cc1	8	112

Other entries:
compound	HePTP inhibitor	BAP1 inh
O=C(Cc1ccc(Cl)cc1)Nc1ccc(-c2nc3ccccc3[nH]2)cc1	-1	·
COc1ccc(-c2nn(CCC(=O)O)cc2CCC(=O)O)cc1	9	110
O=C(NCCO)C(=O)NCc1ccccc1	-8	·
CC1(C)CC(CCC(=O)Nc2ccccc2Cl)C(=O)O1 (stereo not drawn)	2	88
CC1(C(=O)O)CCC(C(=O)NCCc2ccccc2)C1(C)C (stereo not drawn)	9	106
C=COc1ccc(NC(=O)c2ccc(OC)cc2)cc1	·	182
CCN(CC)C(=O)c1cc(-c2ccc(OC)cc2)nc2ccccc12	11	·
Clc1ccc(OCc2nnc(SCCN3CCCCC3)n2Cc2ccco2)cc1	22	101
Cc1[nH]n(S(=O)(=O)c2ccccc2)c(=O)c1N=Nc1cccc(Cl)c1	5	·
O=C1c2cccc3c(N4CCCCC4)ccc(c23)C(=O)N1CCO	11	·
Cc1nn(Cc2ccc(F)cc2)c(C)c1NC(=O)c1cc(-c2ccco2)on1	9	105
CCOc1ccc(OCC)c(NC(=O)c2ccc(CNc3c(N4CCOCC4)c(=O)c3=O)cc2)c1	2	100
COC(=O)C1(C(=O)OC)C(CC(C)C)C1(C(=O)OC)C(=O)OC	8	·
COc1cccc(N2C(=O)CC(N3CCN(CCN=CC4=C(O)CC(C)(C)CC4=O)CC3)C2=O)c1 (stereo not drawn)	1	·
O=C(c1nn2c(c1Br)NC(c1ccccc1)CC2C(F)(F)F)N1CCCc2ccccc21 (stereo not drawn)	·	54
NC(=O)NO	·	91
Cc1nc2c(-c3ccccc3)c(C)nn2c(C)c1CCC(=O)NCc1ccco1	12	92
CCn1c(CNC(=O)c2ccc(OC)cc2)nnc1SCC(=O)c1ccccc1	6	62
CCOC(=O)c1cc2sccc2n1CC(=O)N1CCCc2ccccc21	1	80
CCn1c2ccccc2c2nnc(SCC(=O)NCc3cccs3)nc21	3	·
O=C(Nc1nnc(Cc2ccccc2)s1)c1cccs1	2	80
COc1ccc(C2=NN(C(=O)CCC(=O)O)C(c3ccccc3F)C2)cc1 (stereo not drawn)	5	·
CN[C@H]1CC[C@@H](c2ccc(Cl)c(Cl)c2)c2ccccc21	·	92
Cc1cccc2cc(CN(Cc3ccc(F)cc3)Cc3nnnn3C3CCCC3)c(=O)[nH]c12	7	203
COc1ccc(C2=NN(C(=O)CCC(=O)O)C(c3ccc(F)cc3)C2)cc1 (stereo not drawn)	-4	·
Cc1occc1C(=O)N/N=C/c1cccc(Cl)c1	7	·
O=[N+]([O-])c1ccccc1N1CCN(c2ccc([N+](=O)[O-])c3cccnc23)CC1	·	69
COc1ccccc1C(=O)Nc1ccc2c(c1)OCCO2	7&4	76
CCOC(=O)C(C(=O)OCC)C(C#N)c1ccccc1 (stereo not drawn)	-1	95
Cc1oc(-c2ccccc2Cl)nc1CSCC(=O)N1CCCC1	11	85
Cc1cc(NC(=O)CCC(=O)N(Cc2cccs2)C(C(=O)NC2CCCC2)c2ccncc2)no1 (stereo not drawn)	9	103
CCOc1ccc(C2CC(c3cccc(OC)c3OC)n3nnnc3N2)cc1Cl (stereo not drawn)	-7	84
COc1cc(/C=C2\C(=O)NC(=S)N(c3cccc(Br)c3)C2=O)c([N+](=O)[O-])cc1OC	102*	·
CCn1c(SCC(=O)N2c3ccccc3Sc3ccccc32)nnc1-c1ccco1	-1	155
Cc1ccc(-c2cc(C(=O)N3CCN(C(=O)c4ccco4)CC3)no2)cc1	5	166
COc1ccc(NC(=O)C2CC(=O)N(c3ccc(Br)cc3)C2)cc1 (stereo not drawn)	-14	·
Cc1ccc(C2C3CSCC=C3C(C#N)=C(N)C2(C#N)C#N)cc1 (stereo not drawn)	-1	58
COC(=O)CN(c1ccc(OC)cc1OC)S(=O)(=O)c1ccccc1[N+](=O)[O-]	-4	·
COc1ccc(CN(CCCN2CCOCC2)S(=O)(=O)N(C)C)cc1OC	5	104
CC1(C)C=Cc2c(c3ccccc3[nH]c2=O)O1	2	118

Another view of 4 compounds above.
CCOC(=O)C(C(=O)OCC)C(C#N)c1ccccc1 (stereo not drawn)
- HePTP inhibitor: -1
- BAP1 inh: 95

COc1ccc(C2=NN(C(=O)CCC(=O)O)C(c3ccccc3F)C2)cc1 (stereo not drawn)
- HePTP inhibitor: 5
- BAP1 inh: ·

Cc1ccc(C2C3CSCC=C3C(C#N)=C(N)C2(C#N)C#N)cc1 (stereo not drawn)
- HePTP inhibitor: -1
- BAP1 inh: 58

O=[N+]([O-])c1ccccc1N1CCN(c2ccc([N+](=O)[O-])c3cccnc23)CC1
- HePTP inhibitor: ·
- BAP1 inh: 69

(more compounds)
compound	HePTP inhibitor	BAP1 inh
O=c1c2c(nc3c(-c4ccccc4)c[nH]n13)CCCC2	2	·
COc1ccc2c(c1[N+](=O)[O-])CCC/C2=N/OC(=O)c1cccc2ccccc12	-4	·
COc1ccc(-c2noc(CCCOc3ccccc3)n2)cc1OC	-11	96
CCOC(=O)CSc1ncnc2c1cnn2-c1ccc(C)cc1	11	·
CC1=NN(c2ccccc2)C(=O)/C1=C\c1ccc(C)o1	-4	·
O=C(/C=C/c1ccc(F)cc1)Nc1cccc2ncccc12	4	·
O=C(NCCCNc1ccc([N+](=O)[O-])cc1Cl)c1ccccc1Cl	-5	·
Cc1c(NC(=O)c2ccc3c(c2)OCCO3)cccc1-c1nc2ncccc2o1	-9	·
Cc1[nH]c2ccccc2c1Cc1nnc(SCC(N)=O)o1	24	99
Clc1ccc(Cl)c2sc(N3CCOCC3)nc12	6	98
Cn1c(SCC(=O)N2CCCC2)nc2ccccc2c1=O	8	101
O=C(c1ccccc1)N1CCN(c2cc(N3CCOCC3)c(F)cc2[N+](=O)[O-])CC1	6	·
Cc1ccc(Cn2ccc(NC(=O)c3cc(CC(C)C)on3)n2)cc1	4	96
COc1cc(/C=C/C2=NC(=O)C(C)(C)O2)ccc1O	4	·
CC(=O)Nc1ccc(S(=O)(=O)N(Cc2ccco2)CC2CCCO2)cc1 (stereo not drawn)	2	94
CC(=O)Nc1ccc(S(=O)(=O)Nc2nc3c(s2)CCCC3)cc1	-1	98
COc1ccccc1CC(=O)Nc1cccc(C)c1	-2	·
Cc1cc(C)c2[nH]c(=O)c(=O)[nH]c2c1	9	92
CCCCn1c(CCNC(=O)CCC)nc2ccccc21	1	94
CCOC(=O)c1cnc2cc(Cl)c(OC)cc2c1NCC1CCCO1 (stereo not drawn)	5	59
COc1ccc(-c2nc(SC(C)C(=O)Nc3c(C)cc(C)cc3C)n[nH]2)cc1 (stereo not drawn)	-15	·
COc1ccc(CCNc2cc(N3CCN(C(=O)c4cccc(F)c4)CC3)ccc2[N+](=O)[O-])cc1OC	·	244
O=C(Nc1nc2ccccc2s1)c1ccc(-c2ccccc2)cc1	11	·
COc1ccc(Cl)cc1NC(=O)c1ccc(Cl)c(Cl)c1	-7	·
Cc1cccc(N2C(=O)c3ccc(C(=O)O)cc3C2=O)c1C	-7	·
CC(C)(C)OC(=O)NCCc1nnc(SCc2ccccc2Cl)o1	6	93
O=C(c1cccs1)N1CCN(C(c2ccccc2)c2ccccc2)CC1	-21	·
COc1cccc(C2C(N3C(=O)c4ccccc4C3=O)C(=O)N2c2ccc(Br)cc2)c1 (stereo not drawn)	·	68
O=C(CCCOc1ccc(Cl)cc1Cl)N1CCN(Cc2ccccc2)CC1	2	·
Cc1cc(C)c([N+](=O)[O-])cc1NC(=O)c1cc2c(C)nn(-c3ccccc3)c2s1	·	62
Cc1ccc(NC(=O)Cn2c(=O)n(CCCC(=O)NCc3ccco3)c(=O)c3ccccc32)cc1	-1	98
CCC(=O)Nc1ccc(NC(=O)c2cccc(Cl)c2Cl)cc1	-2	·
CC(=O)Nc1ccc(Br)cc1C(NCC(=O)NN)c1ccccc1 (stereo not drawn)	-6	·
C=CCN1C(=O)/C(=C\c2ccc3ccccc3c2)SC1=S	8	·
O=C(Nc1ccc(Cl)cc1)OCCOc1ccc(Br)cc1Br	2	·
O=C(Nc1ccc(C23CC4CC(CC(C4)C2)C3)cc1)c1ccccc1Cl	9	·
O=[N+]([O-])c1ccc(N2CCOCC2)cc1NCCCN1CCOCC1	-8	·
O=C(CS(=O)(=O)Cc1ccccc1)Nc1ccccn1	2	53
Cn1c(COc2ccccc2)nnc1SCCC(=O)Nc1ccccc1	4	63
Cc1ccc(NC(=O)COc2cccc(Cl)c2)c(Br)c1	-6	·
COc1ccccc1CCC(=O)Nc1nc2ccccc2[nH]1	3	113
CCc1ccc(NC(=O)c2cc3cc(Br)ccc3oc2=O)cc1	-14	·
O=C(/C=C/c1ccc(-c2cccc(Br)c2)o1)c1cccs1	4	·
CC(=O)c1cccc(NC(=O)NCc2cccnc2)c1	0	90
O=C(O)c1ccc(C(=O)N(C2CCCCC2)C2CCCCC2)cc1	-9	·
COc1ccc(N(CC(=O)Nc2ccc(Cl)cc2)S(C)(=O)=O)c(OC)c1	-5	·
CCCOc1ccc(C(=O)N2CCCCC2C)cc1 (stereo not drawn)	0	·
